Bioassay records deposited in PubChem BioAssay by several laboratories.
STEP inh – blocks human striatal-enriched tyrosine phosphatase; recombinant STEP, OMFP fluorogenic substrate, fluorescence; AID 588621; inhibition, % at 20 µM; hit rate 0.25% among 360,000;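 active = inhibition at 20 µM, scaled per plate between control wells, above about 37%, limit read from the data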;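 note: 0% = DMSO with enzyme and substrate and 100% = substrate only without enzyme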
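System: isolated STEP enzyme; schedule: 20 min enzyme reaction at room temperature, protected from light; medium: Bis-Tris buffer pH 6.0, 2.5 mM DTT, 0.005% Tween 20; signal: fluorescence, 480/540 nm; dosing: single compound dose of 20 µM, 1% DMSO final; also added: OMFP substrate, 25 µM final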
CSN inh – inhibitors of human CSN-mediated cullin deneddylation; hit rate 0.38% among 360,000; AID 651999; Q92905; inhibition, % at 12.5 µM; Purified CSN, SCF-Nedd8-OG deneddylation, fluorescence polarization;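 active = pattern-corrected inhibition above about 35%, with an unprinted fluorescence ratio check between 0.5 and 1.5, limit read from the data, passing the limit was not always enough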;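 note: 0% = enzyme with substrate and 100% = substrate without enzyme; some results filed as inactive read as strong as hits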
Target sequence (Q92905 whole entry, looked up, one chain of several): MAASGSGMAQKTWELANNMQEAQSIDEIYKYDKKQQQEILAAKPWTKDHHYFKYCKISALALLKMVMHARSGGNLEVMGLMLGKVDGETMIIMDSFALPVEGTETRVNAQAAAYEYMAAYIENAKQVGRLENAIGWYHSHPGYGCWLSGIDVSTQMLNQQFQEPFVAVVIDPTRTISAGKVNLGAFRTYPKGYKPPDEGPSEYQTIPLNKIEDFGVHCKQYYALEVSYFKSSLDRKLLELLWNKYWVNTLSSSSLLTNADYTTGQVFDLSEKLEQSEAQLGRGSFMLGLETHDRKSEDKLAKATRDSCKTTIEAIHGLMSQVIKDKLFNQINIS
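Assay system: HEK293T-derived human Csn5 enzyme; quantity: 0.24 nM enzyme; medium: Tris/NaCl/DTT buffer, pH 7.5; also added: substrate SCFSkp2-Nedd8OG, 10 nM; doses: 12.5 µM compound; schedule: 90 min reaction at room temperature; signal: FP; read-out: % inhibition of substrate cleavage by Csn5; benchmarks: substrate-only high control, full reaction low control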
MsrA inh – inhibitors of bovine MsrA. purified bovine MsrA, absorbance read-out. hit rate 0.75% among 360,000. inhibition, % at 15.5 µM; in the data active = inhibition above about 4.5%;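 note: 0% = vehicle wells with enzyme and 100% = reference inhibitor wells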
Scp-1 inhibitor – Scp-1 (human) phosphatase inhibition | Recombinant Scp1, phosphopeptide, malachite green phosphate absorbance | AID 493091 | inhibition, % at 20 µM | hit rate 0.88% among 340,000;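 active = inhibition above about 50% at 20 µM, limit read from the data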;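 note: plate controls were DMSO wells with enzyme for no effect and wells lacking enzyme for full effect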
Target sequence (Q9GZU7 76-261 limits assumed): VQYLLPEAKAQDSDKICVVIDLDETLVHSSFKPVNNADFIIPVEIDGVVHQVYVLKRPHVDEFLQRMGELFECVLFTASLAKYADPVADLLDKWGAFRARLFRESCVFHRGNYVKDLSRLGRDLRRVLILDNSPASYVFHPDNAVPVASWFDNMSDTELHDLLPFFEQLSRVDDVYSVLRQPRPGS
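Test system: SCP-1 phosphatase catalytic domain, residues 76-261; measured by: colorimetric phosphate reagent with accelerator and stabiliser, absorbance at 630 nm; timing: enzyme reaction 45 min at room temperature, colour 5 min, stabilisation 30 min; also added: Phosphorylated 17-residue peptide substrate; compound dosing: one concentration, 20 µM, with 1.0% DMSO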
NadD inh – NadD (S. aureus) enzyme inhibition. purified NadD enzyme, colorimetric absorbance read-out. inhibition, % at 20 µM. hit rate 0.78% among 360,000. AID 602399; in the data active = inhibition above about 26%; note: some compounds past the cut are filed as inactive
Rpn11 block – blocks the human proteasome subunit Rpn11; O00487; human 26S proteasome, Ub4-pepOG fluorescence polarization; 20S core pre-blocked with epoxomicin; calls only at 20 µM; hit rate 0.59% among 360,000;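 active = inhibition at 20 µM, scaled to each plate's controls, above about 33%, limit read from the data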
Target sequence (O00487 whole entry, looked up): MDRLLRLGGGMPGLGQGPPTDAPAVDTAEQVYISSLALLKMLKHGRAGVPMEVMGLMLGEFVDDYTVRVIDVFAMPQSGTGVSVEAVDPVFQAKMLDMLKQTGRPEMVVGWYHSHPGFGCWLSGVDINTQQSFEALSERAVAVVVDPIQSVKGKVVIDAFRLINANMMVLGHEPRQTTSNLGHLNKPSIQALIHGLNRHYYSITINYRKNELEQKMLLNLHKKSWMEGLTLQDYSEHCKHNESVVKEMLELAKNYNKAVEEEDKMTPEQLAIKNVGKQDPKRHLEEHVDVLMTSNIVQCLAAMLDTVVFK
LMPTP block – LMPTP (human) inhibition | recombinant LMPTP-A, OMFP fluorogenic substrate, fluorescence intensity | inhibition, % at 20 µM | hit rate 0.22% among 360,000 | AID 651560;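 active = compounds that cut the enzyme signal by at least half of the control window in the single-dose screen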;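 note: plate controls were DMSO wells with enzyme plus substrate for no effect and substrate without enzyme for full effect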
Target sequence (P24666 whole entry, looked up): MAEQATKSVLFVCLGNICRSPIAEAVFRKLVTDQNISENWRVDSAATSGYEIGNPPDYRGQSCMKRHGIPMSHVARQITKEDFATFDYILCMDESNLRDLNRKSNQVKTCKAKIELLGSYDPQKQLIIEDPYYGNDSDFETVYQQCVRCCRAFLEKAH
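Test system: LMPTP-A, protein tyrosine phosphatase of low molecular weight; Input: 0.625 nM enzyme; Incubation: 50 min dark incubation at room temperature; Signal: endpoint fluorescence intensity from OMFP dephosphorylation; Read-out basis: % inhibition versus control wells.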
SUMO1 PPI mod – modulators of human SUMO1-mediated protein-protein interactions | SUMO1 binding to a labelled peptide, TR-FRET, 1 h | inhibition, % at 20 µM | hit rate 0.33% among 360,000; in the data active = inhibition above about 37%
DNMT1 inh – DNMT1 (human) enzyme inhibition; DNMT1 molecular beacon, Hinp1I cleavage, fluorescence; hit rate 0.83% among 360,000; AID 588458; inhibition (reported as % activation of signal), % at 10 µM; in the data active = inhibition above about 50%
Tb MetRS inh – blocks T. brucei methionyl-tRNA synthetase activity | purified T. brucei MetRS, ATP depletion, Kinase-Glo luminescence | inhibition, % at 11.9 µM | hit rate 0.4% among 360,000 | AID 624268;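 active = inhibition above a per-plate cutoff of the control wells' mean inhibition plus 3 SD, cut at about 5.5% in these data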;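 note: 0% = DMSO wells median and 100% = median of wells with control inhibitor compound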
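Measured by: Kinase-Glo luciferase luminescence reporting remaining unconsumed ATP. Material: purified T. brucei MetRS enzyme. Doses: 11.9 µM compound single dose, 0.9% DMSO. Medium: HEPES buffer containing pyrophosphatase, BSA, spermine, DTT. Times: 15 min preincubation, 2 h reaction, all 25 °C. Reagent: methionine, ATP and bulk E. coli tRNA.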
Active calls of the source: *; i = inactive; nt = not tested or not shown; & = joins results of further samples. This is a random part of the collection, and some 3.9% of all compounds hit somewhere here.

SMILES	STEP inh	CSN inh	MsrA inh	Scp-1 inhibitor	NadD inh	Rpn11 block	LMPTP block	SUMO1 PPI mod	DNMT1 inh	Tb MetRS inh
O=C(Cn1c[n+](CC(=O)c2ccc([N+](=O)[O-])cc2)cn1)c1ccc([N+](=O)[O-])cc1	1.2&2.4	-1.1&-1.7	4.1&2.0	-5.2&-6.8	8.7&8.0	i	2.4&0.8	-49.7&-38.5	0.3&-6.5	0.9&-0.5
COc1ccc(N(CC(=O)NCCC2=CCCCC2)S(=O)(=O)c2ccccc2)cc1	0.0	0.8	2.0	-11.7	-7.3	i	1.9	4.9	-3.5	0.2
CCN(CC)S(=O)(=O)c1ccc(C)c(C(=O)Oc2cccc(-c3cnc4ccccc4n3)c2)c1	3.2	-2.0	-0.2	-12.5	-9.5	i	3.2	0.0	2.2	-0.4
CCOc1ccc(S(=O)(=O)NCCC(=O)N2CCN(C(C)=O)CC2)cc1	-0.7	-3.6	-0.3	nt	6.6	i	-8.3	-31.8	-3.0	-0.4
COc1ccc(NCc2nc3ccccc3n2C)cc1	-0.8	2.8	0.6	-10.3	-1.5	i	0.7	-0.6	-0.1	0.2
Cc1cccc(-c2nnc(NC(=O)c3ccc(Cl)cc3)o2)c1	2.7	5.4	0.9	-9.2	5.3	i	-0.8	5.4	1.5	-0.8
COc1cc(CCC(=O)OCC(=O)Nc2ccccc2F)cc(OC)c1OC	-1.2	3.8	-0.2	-5.2	1.2	i	0.5	-5.1	0.2	0.0
Cc1ccc(-n2nc3c(c2NC(=O)c2ccco2)CS(=O)C3)c(C)c1 (centres undefined)	0.7	-4.5	-0.5	1.8	4.3	i	-1.3	6.0	4.5	-0.5
Cc1ccc(CN2C(=O)NC(Cc3c[nH]c4ccccc34)C2=O)cc1 (centres undefined)	4.0	4.5	-1.0	-7.6	-1.5	i	-0.5	1.8	0.3	0.0
COc1cccc(C2=NOC(C(=O)NCCN3CCOCC3)C2)c1 (centres undefined)	-2.3	-3.7	-0.5	-2.0	-9.0	i	-0.7	-1.8	-0.3	-0.3
CCN(Cc1cccs1)C(=O)CN1CCN(S(=O)(=O)c2ccc3c(c2)OCCCO3)CC1	-0.2	1.9	0.5	-0.8	0.1	i	-2.3	0.7	-1.4	0.1
O=C(/C=C/c1ccc(Cl)cc1Cl)Nc1cccc(S(=O)(=O)NC2=NCCC2)c1	-2.3	-0.9	-0.2	-4.6	-1.0	i	0.9	1.6	-10.6	2.6
O=C(OCC(=O)c1ccco1)c1ccc2ncsc2c1	1.2	2.9	0.7	-7.8	-4.6	i	0.8	-3.9	0.7	0.2
CC(C)(C)Nc1nc(NCc2cccnc2)nc(N2CCOCC2)n1	-1.5	-1.8	-1.5	-7.8	-0.3	i	0.2	1.7	3.3	0.4
COc1ccc(CC2(CO)CCN(S(=O)(=O)c3sccc3C)CC2)cc1	-1.9	-1.0	0.4	-10.7	-5.9	i	0.7	7.0	-5.5	0.2
O=C(C1=C[C@H](c2coc3ccccc3c2=O)C[C@H](OCCCCO)O1)N1CCN(Cc2ccc3c(c2)OCO3)CC1	0.4	3.7	1.6	1.9	2.2	i	0.6	1.3	-0.6	0.7
O=C(O)C[C@]1(C(=O)Nc2ccc(F)cc2)CC(/C=C/c2ccccc2)=NO1	-0.8	-2.0	1.4	-3.0	-7.5	i	-1.3	-9.1	0.1	0.1
COc1cc(C(=O)NCCNc2nc3ccc(C)cc3cc2C#N)cc(OC)c1OC	0.3	3.5	0.3	-1.9	4.0	i	-0.2	-1.3	-5.2	-1.5
CCOC(=O)C1CCN(C(=O)c2ccc(N(C)S(C)(=O)=O)cc2)CC1	2.2	-6.6	-0.8	-4.6	2.1	i	-1.1	0.3	-0.5	-0.1
COc1cc2c(NCCCCCO)ncnc2c(OC)c1OC	-0.5	0.7	0.4	nt	0.7	i	-1.4	2.0	1.8	0.1
Cc1[nH]c2ccc(Cl)cc2c(=O)c1CN1CCCC1	8.2	1.9	0.8	-7.3	-0.3	i	15.5	0.4	-1.5	45.5*
CS(=O)(=O)c1cccc(-c2nnc(NC(=O)c3ccc4ncsc4c3)o2)c1	1.7	2.9	-0.9	1.0	11.7	i	2.3	20.3	1.5	-0.5
CN(CCOc1ccccc1)CC(=O)Nc1ccc([N+](=O)[O-])cc1Cl	4.2	-1.9	-1.6	-3.9	-2.3	i	2.0	-28.7	-1.9	-0.8
Cc1nn(Cc2ccccc2)c(Cl)c1C(=O)OCC#N	-1.0	3.0	0.3	-9.4	2.7	i	-1.3	4.2	0.8	0.1
CCN(CC)S(=O)(=O)c1ccc(NC(=O)CNC2CCCCC2)cc1	0.3	-0.8	-0.8	8.4	-11.7	i	-2.7	-3.3	-0.9	2.1

Other structures follow.
SMILES	STEP inh	CSN inh	MsrA inh	Scp-1 inhibitor	NadD inh	Rpn11 block	LMPTP block	SUMO1 PPI mod	DNMT1 inh	Tb MetRS inh
O=C(CN1C(=O)C(=O)N(C2CCCC2)C1=O)Nc1cc(Cl)ccc1[N+](=O)[O-]	1.5	-3.4	0.7	-2.7	-4.6	i	-1.0	-31.1	1.8	-0.6
Cc1cccc(NC(=S)N2CCN(S(=O)(=O)c3ccc(F)cc3)CC2)c1	4.3	1.9	0.6	4.0	-1.0	i	2.4	-0.1	1.9	0.4
O=C1NC(C(F)(F)F)(C(F)(F)F)N=C2SC=CN12	-0.5	-0.1	-0.8	-5.0	-1.4	i	-0.9	-3.5	-6.3	-0.5
O=C(NC1CC1)c1cc2c(s1)-c1ccccc1OC2	-2.4	5.9	2.6	-9.1	5.4	i	1.3	-20.3	-5.1	0.0
CCCC[n+]1ccn(-c2nc3ccccc3nc2[N-]S(=O)(=O)c2ccc(Cl)cc2)c1	-1.8	5.4	0.7	7.6	9.8	i	3.1	-54.9	-6.7	0.1
O=C(NCc1ccc2c(c1)OCO2)c1cc2ccccc2o1	1.2	0.9	-0.4	-3.6	-3.3	i	1.3	0.7	-1.2	-0.8
COc1ccc(NC(=O)c2sc(=O)n(Cc3ccc(S(=O)(=O)N(C)C)cc3)c2C)cc1	-0.8	-6.8	-0.8	nt	0.8	i	-0.6	4.6	-1.6	-0.2
Cc1ccc(N(C(=O)c2csnn2)C(C(=O)NC2CCCCC2)c2ccncc2)cc1 (centres undefined)	0.4	-2.4	1.1	-2.3	-0.7	i	-2.3	-1.6	2.9	0.0
COc1ccc(CCN(Cc2nc3ccccc3c(=O)[nH]2)C(=O)C2CC2)cc1	0.0	0.3	0.3	1.4	3.3	i	-0.8	-1.0	3.8	-2.8
Cc1cc(=O)oc2cc(OCC(=O)Nc3ccc(F)cc3F)ccc12	-2.4	0.0	0.0	-6.9	-2.9	i	1.8	-2.1	11.8	-0.4
Cc1c(NC(=O)Cn2nc(C(F)(F)F)c3c2CCCC3)c(=O)n(-c2ccccc2)n1C	-2.5	-1.3	1.0	-7.0	2.4	i	-1.6	2.0	1.0	-1.1
COC(=O)c1c(-c2c(Cl)cccc2Cl)noc1NC(=O)NN1CCCCC1	-1.2	2.7	-0.9	-7.2	0.3	i	0.7	4.3	-2.6	-0.8
O=C(NCCc1ccc(F)cc1)Nc1ccccc1	0.1	0.1	-0.1	-7.3	-0.9	i	-0.7	-4.3	3.2	0.7
CCN(c1ccccc1)S(=O)(=O)c1ccc(Cl)c(NC(=O)CSc2nc(N)cc(=O)[nH]2)c1	0.7	-1.8	1.2	nt	7.1	i	-0.1	6.8	-2.7	-0.4
O=C(Nc1nccs1)C1C2CC3OC(=O)C1C3C2 (centres undefined)	-2.0	-9.4	-0.3	1.7	-2.7	i	-1.1	-2.7	-0.8	-0.8
CCNC(=O)C1(C)CCCN(C(=O)c2sccc2C)C1 (centres undefined)	-3.1	2.5	0.1	nt	3.6	i	-1.6	-0.9	-2.7	-0.1
Oc1[nH]c2ccc(Br)cc2c1N=Nc1ccc(C(F)(F)F)cn1	0.2	2.8	0.8	-6.7	-0.1	i	0.8	-3.3	-2.1	-0.1
CC[C@@H](NC(=O)[C@H](Cc1ccccc1)NC(=O)CC[C@H]1O[C@@H](n2ccc(=O)[nH]c2=O)[C@H](O)[C@@H]1O)c1ccccc1	-1.0	-0.9	-0.7	nt	-2.7	i	-0.3	-1.5	-3.6	0.1
O=C(NNC(=O)c1nn(-c2ccc(F)cc2)ccc1=O)c1ccc(C(F)(F)F)cc1	1.6	0.5	-1.1	-7.3	-1.1	i	-0.9	-12.3	6.8	-0.4
O=C(C(=O)N1CCOCC1)c1cn(CC(=O)N2CCc3ccccc3C2)c2ccccc12	-3.6	-1.5	2.1	1.1	-3.3	i	-0.5	5.2	-4.1	0.4
CC(C)C(NC(=O)c1c(F)cccc1F)C(=O)NCc1ccc(S(=O)(=O)N2CCOCC2)cc1 (centres undefined)	-1.6	-1.5	0.9	-14.2	-2.8	i	-5.8	-3.5	-0.1	-0.2
O=C(CCCCn1cnc2c(=S)nc[nH]c21)Nc1ccc(C(=O)O)c(O)c1	-0.9	2.2	3.2	10.6	1.6	i	-2.6	18.2	-0.7	0.3
O=C(NCc1ccccc1)c1ccc[n+]([O-])c1	8.3	-1.3	1.2	-6.5	-2.7	i	-2.2	2.7	0.7	-0.2
Cc1ccc(C(=O)N2CCC3(CC2)NCCc2[nH]cnc23)cc1C	3.3	-0.6	-0.7	-1.1	-0.3	i	-0.8	-4.1	0.2	0.0
Cc1ccc(NS(=O)(=O)c2c(C(=O)N3CCCC3)c(C)n(C)c2C)cc1	3.0	1.1	-0.4	27.9	-4.2	i	2.3	6.2	-0.4	-0.4
Cc1c(Cl)cccc1NC(=S)NCc1ccco1	-1.3	2.6	0.1	-10.7	-7.9	i	0.2	-0.3	1.5	-0.9
COc1cc(CNC2CCC(C)C2)cc(OC)c1 (centres undefined)	-2.0	0.8	-0.6	2.8	-4.1	i	-1.6	1.8	-5.3	-0.3

Grouped by structure: the entries above containing a cyano group.
SMILES	STEP inh	CSN inh	MsrA inh	Scp-1 inhibitor	NadD inh	Rpn11 block	LMPTP block	SUMO1 PPI mod	DNMT1 inh	Tb MetRS inh
COc1cc(C(=O)NCCNc2nc3ccc(C)cc3cc2C#N)cc(OC)c1OC	0.3	3.5	0.3	-1.9	4.0	i	-0.2	-1.3	-5.2	-1.5
Cc1nn(Cc2ccccc2)c(Cl)c1C(=O)OCC#N	-1.0	3.0	0.3	-9.4	2.7	i	-1.3	4.2	0.8	0.1
